SW480 rerep = A quantitative high throughput screen for small molecules that induce DNA re-replication in SW480 colon adenocarcinoma cells; SW480 DNA re-replication, Hoechst DNA content imaging, 48 h; Potency, µM (top dose mostly 46.1 µM), without a hit: at the highest dose re-replication activation, usual class: activators; hit rate 1.8% among 340,000; AID 624297, 2012; also: potency is read from the fitted curve at half-maximal effect; % of control where 0% means no effect; nearly all actives have a fitted effect of over 55% in size
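Per well, 250 cells were exposed to pinned compound for 48 hr. Nuclear DNA was visualised with Hoechst (40 min, 37 C) and total object intensity recorded by fluorescence scanning.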
MCF10A rereplic = A quantitative high throughput screen for small molecules that induce DNA re-replication in MCF 10a normal breast cells; MCF 10A DNA re-replication, Hoechst nuclear intensity, 48 h; Potency, µM (top dose mostly 46.1 µM), for the others: top-dose activity, positive = re-replication, usual class: activators; hit rate 2.9% among 350,000; also: potency is read from the fitted curve at half-maximal effect; % of control where 0% means no effect; nearly all actives have a fitted effect of over 50% in size
IL-1B inflam inh = qHTS for Inhibitors of Inflammasome Signaling: IL-1-beta AlphaLISA Primary Screen | THP-1 LPS/ATP IL-1B secretion, AlphaLISA, 16 h; active compounds read low | activity change, % at 57.5 µM | hit rate 4.7% among 360,000; in the data active = activity change below about -50%; inconclusive = mostly about -30% to -49%; also: % is scaled to controls: 0 for no effect and ±100 for the full control effect
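THP-1 cells pretreated 1 hr with compounds (up to 57.5 uM final), then stimulated with LPS (250 ng/mL final) plus ATP (1.25 mM final); secreted IL-1B measured by AlphaLISA after 16 hr, decreased signal indicating inhibition.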
KB-V1 cytotox = qHTS assay for MDR1-selective chemotherapeutics: Primary screen using the drug-selected MDR subline cells KB-V1; KB-V1 MDR cells viability, CellTiter-Glo, 72 h; Potency, µM (highest dose often 46.1 µM), for inactives: at the top dose activity change, negative = cytotoxicity, most hits filed as cytotoxic; AID 1347076, 2019; hit rate 3.4% among 400,000; also: potency is read from the fitted curve at half-maximal effect; % is scaled to controls: 0 for no effect and ±100 for the full control effect; nearly all actives have a fitted effect of over 60% in size
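KB-V1 cells (P-gp-expressing MDR subline of KB-3-1) in phenol-red-free DMEM with 10% FBS were exposed to library compounds over a concentration series for 72 h at 37 degrees C. Viability read by CellTiter-Glo luminescence; concentration-effect curves fitted after normalization.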
HT1080 IDH1KD tx = qHTS for induction of synthetic lethality in tumor cells producing 2HG: qHTS for the HT-1080-IDH1KD cell line; HT-1080 IDH1 knockdown viability, ATP luminescence, 48 h; Potency, µM (doses to about 46.1 µM), without a hit: at the top dose activity, negative = toxicity, usual class: cytotoxic; hit rate 2% among 360,000; AID 686971, 2013;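 also: potency is read from the fitted curve at half-maximal effect; 0% = DMSO wells and -100% = cell-free medium wells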
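Knockdown cells (IDH1KD HT-1080) received compounds 2 h after plating at 750 cells/well and were kept 48 h at 37 °C in 5% FBS RPMI. A CellTiter-Glo luminescence read gave % activity for curve fitting.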
GLP1R cytotox = qHTS of GLP-1 Receptor Inverse Agonists: Cytotox Screen; Potency, µM (titrated, usually from 38.3 µM), for the others: at the top dose activity change, negative = inhibition, actives largely listed as inhibitors; hit rate 0.13% among 410,000; AID 624418, 2012; HEK293 cAMP-luciferase reporter cells, luminescence, 24 h;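 also: loss of luciferase light is scored as toxicity; potency is read from the fitted curve at half-maximal effect; % is scaled to controls: 0 for no effect and ±100 for the full control effect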
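MLSMR compounds, 24 hr on cells at 37 deg C/5% CO2; luminescence after luciferase reagent (12 min RT). Inhibition counted as the undesired cytotoxic outcome.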
DRD3 agonist = qHTS of D3 Dopamine Receptor Agonist: qHTS | D(3) dopamine receptor (Homo sapiens), P35462 | D3R DiscoveRx beta-arrestin cells, luminescence, 90 min | hit rate 0.58% among 410,000 | max activation, % | AID 652048, 2013; in the data active = max activation above about 30%; also: 0% is about no effect; mostly tested at two doses, the higher about 12 µM
Target sequence (P35462 whole entry, looked up): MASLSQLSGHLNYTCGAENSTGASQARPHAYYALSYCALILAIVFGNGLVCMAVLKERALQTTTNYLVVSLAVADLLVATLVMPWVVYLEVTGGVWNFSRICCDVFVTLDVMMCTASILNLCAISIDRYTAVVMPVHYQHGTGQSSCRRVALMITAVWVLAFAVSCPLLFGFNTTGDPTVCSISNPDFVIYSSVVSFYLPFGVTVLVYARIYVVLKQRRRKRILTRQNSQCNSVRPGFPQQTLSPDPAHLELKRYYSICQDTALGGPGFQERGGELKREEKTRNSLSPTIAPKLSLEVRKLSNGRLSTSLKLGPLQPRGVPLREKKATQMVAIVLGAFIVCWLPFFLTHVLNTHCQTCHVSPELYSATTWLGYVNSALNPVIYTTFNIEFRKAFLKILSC
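Cells at 1500/well, incubated overnight, then treated with pinned compounds (dopamine as control) for 90 min at 37 degrees C. DiscoveRx reagent added for 30 - 60 minutes at room temperature; luminescence read.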
KB-3-1 cytotox = qHTS assay for MDR1-selective chemotherapeutics: Primary screen using the parental adenocarcinoma cell KB-3-1 | KB-3-1 viability, CellTiter-Glo ATP luminescence, 72 h | Potency, µM (series often up to 46.1 µM), for the others: at the top dose activity change, negative = cytotoxic, hits mostly cytotoxic | hit rate 1.4% among 400,000 | AID 1347075, 2019; also: potency is read from the fitted curve at half-maximal effect; % is scaled to controls: 0 for no effect and ±100 for the full control effect; nearly all actives have a fitted effect of over 60% in size
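KB-3-1 parental drug-naive adenocarcinoma cells in DMEM/10% FBS, incubated 72 h at 37 C with pin-transferred compounds across a concentration series. Viability by CellTiter-Glo luminescence; concentration-response curves fitted after normalization.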
HT1080NT lethal = qHTS for induction of synthetic lethality in tumor cells producing 2HG: qHTS for the HT-1080-NT fibrosarcoma cell line. HT-1080-NT fibrosarcoma viability, CellTiter-Glo ATP luminescence, 48 h. Potency, µM (titrated, usually from 46.1 µM), without a hit: at the highest dose activity, negative = less viability, most hits filed as cytotoxic. hit rate 1.6% among 360,000;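 also: NT is the 2HG producing partner of a matched IDH1 knockdown line; potency is read from the fitted curve at half-maximal effect; 0% = DMSO-treated cells and -100% = media-only wells without cells; nearly all actives have a fitted effect of over 55% in size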
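Toxicity toward the 2HG-producing NT line was scored as %Activity, normalised to DMSO and no-cell wells, from CellTiter-Glo luminescence after 48 hours' treatment.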
Numbers without * were called inactive; ? = inconclusive; . = not tested or not shown; [ ] = another dose, or the depositor's remark. Unless noted, calls follow the shape of the dose curve; as a rule, active = well fitted curve in the direction sought with a large enough effect; inconclusive = small, poorly fitted or top-dose-only effect, or another doubt; inactive = no such curve, though single readings can be large; an effect the other way counts as inactive or inconclusive.

Each structure is followed by: SW480 rerep	MCF10A rereplic	IL-1B inflam inh	KB-V1 cytotox	HT1080 IDH1KD tx	GLP1R cytotox	DRD3 agonist	KB-3-1 cytotox	HT1080NT lethal
COC(=O)c1c(NC(C)=O)sc2c1CCCCC2
  .	-1%	0	14%	9%	2%	-2	0%	13%
CC/C(=N\NC(=O)c1ccoc1C)c1ccc(C)o1
  -3%	-2%	13	11%	12%	5%	-4	-1%	16%
Clc1ccc(N=C2SCC3CCCCN23)cc1 (stereo not drawn)
  -5%	6%	-4	1%	1%	21%	-3	-1%	12%
COc1ccc2nc(NNC(=O)C3COc4ccccc4O3)sc2c1 (stereo not drawn)
  -1%	4%	-29	11%	-1%	5%	3	-4%	-2%
N#Cc1c(-n2ncnc2-c2ccc(Br)cc2)sc2c1CCCCC2
  .	.	.	13%	.	-3%	6	-1%	.
Cc1c(C(c2ccc([N+](=O)[O-])cc2)c2c(C)n(C)n(-c3ccccc3)c2=O)c(=O)n(-c2ccccc2)n1C
  -2%	6%	-1	-4%	-4%	20%	-4	-3%	-2%
Cc1cccc(C)c1Nc1c(-c2ccsc2)nc2cccc(C)n12
  .	.	.	-5%	.	3%	4	-14%	.
CN1CCCN(S(=O)(=O)c2cccc(C(F)(F)F)c2)c2nc3ccccc3nc21
  ?	21µM*	0	-13%	1%	9%	-9	-4%	-5%
CCOc1ccc(S(=O)(=O)Nc2nc3ccc(OC)cc3s2)cc1
  -3%	1%	26	24%	-1%	1%	-3	6%	1%
CCCNC(=O)COc1ccccc1[N+](=O)[O-]
  -3%	3%	23	10%	3%	5%	10	8%	2%
CC(C)c1nc(CNC(=O)CC2C(=O)NCCN2Cc2ccccc2)cs1 (stereo not drawn)
  .	.	0	7%	4%	-11%	0	0%	2%
CCOc1ccc(OCC(=O)Nc2ccc(S(N)(=O)=O)cc2)cc1
  -41%[inhibitor]	?	13	0%	0%	6%	0	3%	1%
CCCOc1ccc(C(=O)CCC(=O)OCC(=O)N(C)c2c(N)n(Cc3ccccc3)c(=O)[nH]c2=O)cc1
  -6%	9%	0	12%	-6%	17%	-7	4%	-9%
CCCN1C(=O)/C(=C/c2ccc(OCC(=O)OCC)cc2)NC1=S
  ?	-3%	10	-4%	2%	-26%	-10	8%	-4%
Cc1ccc(NS(=O)(=O)c2ccc(C(C)(C)C)cc2)cn1
  -3%	1%	2	-23%	-1%	2%	7	-7%	1%
O=C(COc1ccc([N+](=O)[O-])cc1Cl)NCCc1ccccc1
  18%	-4%	4	21µM*	17%	0%	-8	0%	10%
CCn1c(=O)c(=O)[nH]c2c(=O)oc3ccc(S(=O)(=O)Nc4ccc(OC)cc4)cc3c21
  ?	?	2	-9%	-4%	-3%	-32	-3%	-10%
CCSc1nc2c(c(=O)[nH]c(=O)n2C)n1Cc1ccc(Cl)cc1
  0%	5%	-4	7.3µM*	-10%[9.24 µM]	12%	0	?	-8%
CC(=O)N1CCc2cc(S(=O)(=O)NCc3ccc(C)cc3)ccc21
  ?	4%	51	0%	-17%	6%	12	?	0%
O=C(c1cc(-c2ccccc2Cl)on1)N1CCCC1
  -26%	-19%	25	-6%	-7%	-4%	5	2%	-12%
COc1ccc(/C=C2/SC(=O)N(CCC(=O)Nc3ccc(S(=O)(=O)Nc4nccs4)cc3)C2=O)cc1
  .	4%	0	6%	0%	-16%	-5	?	-1%
Cc1ccc(Cl)cc1N1CCN(S(=O)(=O)c2ccc(-c3cnc(C4CC4)o3)cc2)CC1
  .	.	.	?	.	-6%	-10	?	.
O=C(Nc1cccnc1)c1ccc(N2CCCC2)c([N+](=O)[O-])c1
  1%	8%	-27	?	5%	5%	-4	-23%	11%
Cc1cc(OCC(=O)Nc2sc3c(c2C#N)CC(C)(C)NC3(C)C)c(C(C)C)cc1Cl
  12%	18µM*	7	16%	-3%	-9%	5	11%	-3%
CCOc1ccc2nc(NC(=O)/C=C/c3ccc4c(c3)OCO4)sc2c1
  4%	?	-1	38%	?	-2%	-6	7%	-27%
COc1ccc(NC(=O)c2ccc(-c3cccc(Cl)c3C)o2)cc1
  .	.	.	2%	.	-2%	2	1%	.
C=C(C)C1CC=C(C)/C(=N/NC(=O)C2CC2c2ccccc2)C1 (stereo not drawn)
  -110%[inhibitor]	8%	-10	-1%	-2%	-12%	-9	-3%	-1%
N#C/C(=C\c1ccccc1C(=O)O)c1nc2ccccc2[nH]1
  7%	7%	13	0%	-7%	6%	4	-1%	2%
COc1ccc(-c2coc3cc(O[C@@H]4O[C@H](CO)[C@@H](O)[C@H](O)[C@H]4O)ccc3c2=O)cc1
  23%[9.22 µM]	-3%	12	-1%	16%	2%	-14	0%	3%
CCOc1ccc(C(=O)Nc2cccc(C(=O)OCc3cc(=O)n4nc(C5CC5)sc4n3)c2)cc1
  .	.	.	-10%	.	-13%	0	-8%	.
COC(=O)N1[C@H](C)C=C[C@]1(Cc1ccccc1)C(=O)OC
  -3%	-5%	-3	?	5%	-19%	6	5%	8%
Cc1cc2cc(C)c3nnc(SCC(=O)NCc4ccc5c(c4)OCO5)n3c2cc1C
  -12%	10%	-12	?	3%	-15%	3	-2%	14%
COc1cc(-c2nnc(SCC(=O)NCc3ccccc3Cl)o2)cc(OC)c1OC
  .	.	.	-12%	.	0%	-10	-10%	.
O=C(C1CCCO1)N1CCN(C(=S)Nc2ccc(F)c(Cl)c2)CC1 (stereo not drawn)
  -1%	2%	-5	-9%	-7%	-21%	1	-63%	-4%
CCn1c(=O)n(-c2ccc(Cl)cc2)c(=O)c2c3c(sc21)COC(C)(C)C3
  4%	16%	5	?	0%	17%	21	-5%	1%
CC(C)CC(NC(=O)OC(C)(C)C)C(=O)O (stereo not drawn)
  -11%	-2%	7	15%	16%	-18%	-1	3%	7%
O=C(NC1CCCC1)c1ccc(CSc2nc3cccnc3n2Cc2ccc(F)cc2)cc1
  .	.	.	-9%	.	1%	-5	5%	.
Nc1c(CNCc2nnn(Cc3ccccc3)c2N)nnn1Cc1ccccc1
  .	.	-8	-1%	0%	0%	-3	23%	0%
CCOc1ccc(NC(=O)N2CCc3ccccc3C2)cc1
  6%	-9%	-7	-3%	12%	1%	-9	13%	9%
CC(C)CN(C(=O)COC(=O)Cc1ccc(Cl)cc1)c1c(N)n(Cc2ccccc2)c(=O)[nH]c1=O
  -8%	24%	1	-21%	23µM*	-3%	-13	5%	26µM*

Part of the list above in order of length of the SMILES, smallest number first:
Each structure is followed by: SW480 rerep	MCF10A rereplic	IL-1B inflam inh	KB-V1 cytotox	HT1080 IDH1KD tx	GLP1R cytotox	DRD3 agonist	KB-3-1 cytotox	HT1080NT lethal
CCCNC(=O)COc1ccccc1[N+](=O)[O-]
  -3%	3%	23	10%	3%	5%	10	8%	2%
O=C(c1cc(-c2ccccc2Cl)on1)N1CCCC1
  -26%	-19%	25	-6%	-7%	-4%	5	2%	-12%
O=C(C1CCCO1)N1CCN(C(=S)Nc2ccc(F)c(Cl)c2)CC1 (stereo not drawn)
  -1%	2%	-5	-9%	-7%	-21%	1	-63%	-4%
COc1ccc(-c2coc3cc(O[C@@H]4O[C@H](CO)[C@@H](O)[C@H](O)[C@H]4O)ccc3c2=O)cc1
  23%[9.22 µM]	-3%	12	-1%	16%	2%	-14	0%	3%
Cc1c(C(c2ccc([N+](=O)[O-])cc2)c2c(C)n(C)n(-c3ccccc3)c2=O)c(=O)n(-c2ccccc2)n1C
  -2%	6%	-1	-4%	-4%	20%	-4	-3%	-2%

Additional records:
Each structure is followed by: SW480 rerep	MCF10A rereplic	IL-1B inflam inh	KB-V1 cytotox	HT1080 IDH1KD tx	GLP1R cytotox	DRD3 agonist	KB-3-1 cytotox	HT1080NT lethal
CCOC(=O)N1CCN(C(=O)C[C@@H]2C[C@@]3(C(=O)OCC)CCC=C3N(Cc3ccc(Cl)cc3Cl)C2=O)CC1
  .	.	0	10µM*	?	7%	-6	-26%	-17%
O[C@H]1C[C@H](c2ccccc2)N(Cc2cccs2)C[C@@H]1n1cc(C2CC2)nn1
  .	.	-10	-13%	-17%	-7%	0	-25%	-20%
Cc1cccc(C)c1NC(=O)CNC(=O)Cn1nc(C)c(C)c(C#N)c1=O
  -65%[inhibitor]	-1%	-15	10%	21%	4%	2	6%	13%
CCNC(=O)CNC(=O)c1nn(Cc2ccccc2)c(=O)c2ccccc12
  -3%	-6%	-9	-14%	2%	1%	-11	10%	0%

Assay outcomes (PubChem)
